# Kir21 inh = inhibitors of mouse Kir2.1 inward-rectifier potassium channel. Inward rectifier potassium channel 2 (Mus musculus), P35561. HEK293-Kir2.1, FluxOR thallium flux fluorescence; active compounds read low. B-score at 10 µM. 310,000 compounds, 0.85% hits;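 active means fluorescence ratio B-score at or below minus 3 SD of library scores, with starting-brightness B-score within 2 SD, cut at about -4.2 in these data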;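 further: channel flux triggered by added potassium and thallium sulfate stimulus; B-score of peak minus minimum fluorescence over baseline after thallium stimulus; more negative B-score means stronger Kir2.1 block with less thallium influx; some compounds called inactive have numbers as strong as hits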
# Target sequence (P35561 whole entry, looked up): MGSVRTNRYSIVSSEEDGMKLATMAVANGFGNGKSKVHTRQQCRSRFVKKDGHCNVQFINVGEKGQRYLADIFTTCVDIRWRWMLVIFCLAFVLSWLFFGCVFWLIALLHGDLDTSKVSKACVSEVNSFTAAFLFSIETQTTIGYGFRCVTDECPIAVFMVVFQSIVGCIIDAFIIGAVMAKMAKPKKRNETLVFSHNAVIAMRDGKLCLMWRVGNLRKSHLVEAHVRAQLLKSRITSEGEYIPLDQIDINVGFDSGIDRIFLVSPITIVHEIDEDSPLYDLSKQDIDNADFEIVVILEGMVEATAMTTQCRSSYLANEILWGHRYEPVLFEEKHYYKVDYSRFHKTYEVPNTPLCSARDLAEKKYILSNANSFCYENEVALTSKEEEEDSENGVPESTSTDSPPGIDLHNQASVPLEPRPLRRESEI
# STK33 kinase inh = inhibitors of purified STK33 kinase, primary screen, biochemical, ADP-Glo luminescence, homogeneous, cell-free | MBP phosphorylation | inhibition, % at 10 µM | AID 2661, 2010 | 320,000 compounds, 0.073% hits | Serine/threonine-protein kinase 33 (Homo sapiens), Q9BYT3;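 active means inhibition at or above 25%, using the most active replicate where run in duplicate; inactive means inhibition below 25%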
# Target sequence (Q9BYT3 whole entry, looked up): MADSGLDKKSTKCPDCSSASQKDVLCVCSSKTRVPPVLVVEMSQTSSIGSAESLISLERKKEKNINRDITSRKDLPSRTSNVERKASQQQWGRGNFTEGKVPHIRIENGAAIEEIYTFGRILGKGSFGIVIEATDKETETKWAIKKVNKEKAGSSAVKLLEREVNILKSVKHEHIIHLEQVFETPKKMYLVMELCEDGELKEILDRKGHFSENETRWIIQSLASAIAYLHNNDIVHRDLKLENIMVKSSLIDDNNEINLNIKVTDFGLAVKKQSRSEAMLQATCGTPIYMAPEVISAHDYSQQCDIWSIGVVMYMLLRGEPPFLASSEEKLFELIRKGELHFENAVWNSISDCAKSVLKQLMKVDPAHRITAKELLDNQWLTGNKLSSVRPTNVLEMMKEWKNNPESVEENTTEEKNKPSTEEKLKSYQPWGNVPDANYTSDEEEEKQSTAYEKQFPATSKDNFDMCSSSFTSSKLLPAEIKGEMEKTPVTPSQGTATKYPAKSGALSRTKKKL
# The depositor's hits bear a star; · = not tested or not shown.
SMILES,Kir21 inh,STK33 kinase inh
Cc1ccc(C(=O)N2N=C3c4ccccc4S(=O)(=O)N3[C@H]2N(C)C)cc1,0.96,-2.3
CCN(CC)S(=O)(=O)c1cc(C(=O)OCC(=O)NC2CCCc3ccccc32)ccc1C (stereo not given),-0.12,-1.3
CCOC(=O)/C(=N\Nc1ccc(Cl)cc1)Sc1nnc(-c2ccc(OC)cc2)n1C,-1.3,-0.8
O=C(Nc1ccccn1)c1ccc(Cl)c(S(=O)(=O)N2CCOCC2)c1,0.23,-0.4
CC(=O)NCCN=Cc1sc2ccccc2c1O,0.93,-1.2
O=C(Cc1ccc([N+](=O)[O-])cc1)NCc1cccnc1,2.8,-1.6
Cc1ccc(NS(=O)(=O)c2ccc3c(c2)NC(=O)C(C)C(=O)N3)cc1C (stereo not given),-1.5,-1.1
CC(C)Oc1ccc(-c2cc(=O)[nH]c(=O)[nH]2)cc1,1.4,5.4
CCCCS(=O)(=O)N1CCCC(C(=O)Oc2ccccc2)C1 (stereo not given),-0.6,0.3
O=C(NCCN1CCOCC1)c1ccc(NS(=O)(=O)c2cccc([N+](=O)[O-])c2)cc1,0.38,·
O=C(Cc1ccc(Br)cc1)Nc1ccc(S(=O)(=O)Nc2ncccn2)cc1,1.1,-1.8
Cc1ccc(S(=O)(=O)N(C)C)cc1NC(=S)NCCc1ccccn1,1.1,-1.2
COc1ccc(S(=O)(=O)N2CCC(C(=O)NC3CCCCC3)CC2)cc1OC,-0.17,-0.6
CC1CCN(S(=O)(=O)c2cc(C(=O)NC3(C)CCS(=O)(=O)C3)ccc2Br)CC1 (stereo not given),·,-0.8
O=C(CCCCn1c(=O)[nH]c2ccccc2c1=O)NC1CCN(Cc2ccccc2)CC1,1.2,-0.9
O=C(/C=C/c1ccco1)NCc1ccccn1,0.58,0.4
OCC1(CC2CCCCO2)CCN(C/C=C/c2ccccc2)CC1 (stereo not given),-0.91,-1.7
COCc1cc(=O)[nH]c(Sc2c(-c3ccccc3)c3ccc(Cl)cc3[nH]c2=O)n1,0.94,-1.4
COc1cc(S(C)=O)ccc1-c1nc2ncccc2[nH]1 (stereo not given),·,4.3
COc1ccc(N2C(=O)CSC23CCCCC3)cc1,-2.8,-0.8
Cc1sc(N)nc1-c1c(C)n(C)c2ccccc12,-0.21,-0.3
CC(C)(CCl)C(=O)Nc1ccnc(-c2ccncc2)n1,0.62,-1.1
CCn1ccc(C(=O)Nc2sc3c(c2C(=O)OC)CCC3)n1,0.57,3.6
COC(=O)c1ccc(CNC(=O)[C@@H]2CCCN2S(=O)(=O)c2ccccc2F)cc1,·,-1.7
O=C(CSc1ncc(-c2ccc(F)cc2)n1Cc1ccco1)Nc1ccc2c(c1)OCO2,-3.4,0.3

# Next section:
SMILES,Kir21 inh,STK33 kinase inh
CC1(C)NC(=O)N(CCCCOc2ccc(Cl)cc2)C1=O,1.9,0.4
Cc1[nH]n(-c2ccc([N+](=O)[O-])cc2)c(=O)c1C=NCCN1CCN(C(=O)c2ccc(Br)cc2)CC1,-0.74,0.6
COc1ccc(N(CC(=O)Nc2ccccc2C(N)=O)S(=O)(=O)c2ccc(C)c([N+](=O)[O-])c2)cc1,0.23,·
COc1ccc(Nc2ccc(N3C(=O)CCC3=O)cc2[N+](=O)[O-])cn1,0,-1.3
COc1ccccc1NC(=S)NC(=O)/C=C/c1ccco1,-0.17,1.1
O=C(COC(=O)Cc1c(F)cccc1Cl)NC(=O)c1ccccc1,0.34,0.0
O=C(CCN1C(=O)C2(OCCO2)c2ccccc21)c1ccccc1,-0.02,-0.1
C=CCOc1ccc(CNc2nccs2)cc1OCC,1.1,-0.6
O=C1/C(=C/c2ccccn2)SC(=S)N1Cc1ccccc1,1.4,-1.1
C=CCn1c(C)nnc1SCC(=O)Nc1nccs1,-1.3,0.4
Clc1ccccc1CN(Cc1ccco1)Cc1nnnn1C1CCCC1,-2.9,-2.6
C=CCn1c(SCC(=O)NC(=O)c2cccc([N+](=O)[O-])c2)nnc1-c1ccccc1,-0.05,0.9
Cn1c(N)c(C(=O)c2ccc(Cl)c(S(=O)(=O)N3CCCCCC3)c2)c(=O)n(C)c1=O,·,-1.5
CCc1cc2c3c(c(=O)oc2cc1O)CCCC3,-2,-1.0
CCCCNC(=O)Nc1nnc(-c2ccc(OCC)cc2)o1,·,-0.4
CCOCCCNC(=O)C(c1ccc(OC)cc1)N(Cc1cccs1)C(=O)c1ccccn1 (stereo not given),2.2,-2.0
COc1ccc(C(=O)OCC(=O)c2ccc3c(c2)NC(=O)CO3)cc1OC,·,-1.0
O=C(CSc1nnc(NC2CCCCC2)s1)Nc1ccc2c(c1)C(=O)c1ccccc1C2=O,-1.3,0.1
COc1ccc(CCNC(=O)CCS(=O)(=O)c2ccc3c(c2)CCN3C(C)=O)cc1OC,0.04,-5.4
Cc1ccnc(NC(=O)c2cccs2)c1,-0.57,1.4
Cc1ccccc1-n1ccnc1SCC(=O)NC1CCCC1,-1.7,-1.1
COc1ccc(NC(=O)NNS(=O)(=O)c2cc(C)ccc2C)cc1OC,-0.09,-1.6
COc1ccc2nc(SCc3ccccc3C)nc(C)c2c1,-0.49,-1.5
Cc1cc(N2C(=O)C(O)=C(C(=O)c3ccco3)C2c2cccc(Cl)c2)no1 (stereo not given),-0.02,1.3
CC1(C)CC(=O)C=C(Nc2ccc(Br)cn2)C1,-6.7,-0.9

# Next entries.
SMILES,Kir21 inh,STK33 kinase inh
O=C(Cc1ccc(Cl)cc1)NCc1ccccc1Cl,0.1,2.1
COc1cc2c(cc1OC)C(c1ccccc1)N(C(=O)C(C)(C)C)CC2 (stereo not given),-0.27,·
CCN(CCCNC(=O)CCCn1c(=O)[nH]c2ccccc2c1=O)c1cccc(C)c1,0.23,-0.7
Cc1ccccc1C(=O)N1CCN(c2ccc(NC(=S)NC(=O)c3cccs3)cc2)CC1,0.03,0.7
CNc1ccccc1C(=O)OCC(C)=O,0.6,0.2
O=C(NCCCN1CCCC1=O)c1cccc(S(=O)(=O)Nc2ccc(F)cc2)c1,·,-1.4
CN(C)CCNC(=O)CNC(=S)N(Cc1ccccc1)Cc1ccccc1F,-0.68,-2.8
COC(=O)[C@H](C)NC(=O)/C=C/c1ccc(OC)cc1,1.2,-1.0
C=CCNC(=S)NNc1nc2c(c(=O)[nH]1)C1(CCCC1)Cc1ccccc1-2,0.78,0.4
C=C(C)CSc1nc2sc3c(c2c(=O)n1-c1ccc(OC)cc1)CCN(C)C3,0.68,-0.4
CCC(=O)NCCNC(=O)c1c(SC)nsc1SC,0.02,-1.2
CC1=CC2=NC(=O)CC(C)(C(=O)N(CC(=O)NC3CCCC3)c3ccccc3C)N2C=C1 (stereo not given),2,1.4
CCOC(=O)C1(Cc2ccc(OC)cc2)CCN(C(=O)Cc2cccnc2)CC1,-0.55,-0.2
Cc1ccc(C(=O)OCC(=O)N2CCCCCC2)c(O)c1,·,-1.1
Cc1ccc(-c2nnc(Nc3ccccc3)c3ccccc23)cc1S(=O)(=O)NCC1CCCO1 (stereo not given),0.06,-0.8
CC(NC(=O)c1ccc(F)cc1F)C1CC2CCC1C2 (stereo not given),0.95,-1.1
CCN(CC)S(=O)(=O)c1ccc(N=N/C(C(C)=O)=C(/C)O)cc1,1.3,-0.8
O=C(Nc1ccc(S(=O)(=O)Nc2ccccn2)cc1)c1cccc([N+](=O)[O-])c1,1.2,-1.0
O=C(Nc1ccc2c(c1)OCO2)C1CCN(C(=O)c2ccc(Cl)cc2)CC1,-0.29,0.0
COc1cccc(/C=N/Nc2ccc(C(=O)O)cc2)c1O,-0.98,14
CCCN(CC1CC1)C(=O)CSc1ncnc2sc(C)c(C)c12,-1.6,0.3
CC1(c2cccc(Br)c2)NC(=O)N(CC(=O)Nc2ccc3c(c2)OCCO3)C1=O (stereo not given),·,0.1
O=C(NC(=S)Nc1ccc(N2CCOCC2)cc1)c1cccs1,-0.53,-1.9
CCN(CC)C(=O)CSc1nnc(-c2ccco2)n1Cc1ccco1,-0.34,-4.3
CCOC(=O)c1ccc(NC(=O)NCc2ccncc2)cc1,-0.66,0.7

# New compounds follow.
SMILES,Kir21 inh,STK33 kinase inh
COc1ccccc1C(=O)NCCC(=O)NCC(c1ccco1)N1CCCC1 (stereo not given),·,-0.3
CC(C)(C)NC(=O)NC(=O)CSc1nncs1,0.62,-0.8
COc1cc(NC(=O)c2ccc3c(SCC(=O)O)c4c(nc3c2)CCC4)cc(OC)c1OC,-2,-0.4
COc1cc(C(=O)Nc2sc(C)c(C)c2C(=O)O)cc(OC)c1OC,1.6,-1.3
O=C(Nc1nc2ccccc2n1Cc1ccccc1)c1ccco1,0.25,-1.2
CC(CCc1ccccc1)NC(=O)C(=O)NCCc1ccccc1 (stereo not given),-1.8,-0.6
O=C(c1cc(Cl)c(=O)n(Cc2ccccc2)c1)N1CCOCC1,0.21,-2.3
Cc1cc(C)c(S(=O)(=O)N2CC=C(c3ccccc3)CC2)c(C)c1,-0.3,-0.9
CC(C)n1c(=O)[nH]c2cc(C(=O)Nc3ccccc3)ccc21,1.8,4.1
CC(=O)Oc1cc2c(C(=O)NCc3ccncc3)c(C)oc2c2ccccc12,2.5,-0.8
O=C(Nc1cc([N+](=O)[O-])ccc1O)c1cccc(NC(=O)c2ccco2)c1,0.4,0.5
O=C(Oc1ccc(-c2csnn2)cc1)c1cccs1,-0.35,-1.3
COC(=O)[C@@]12CCCN1[C@H](c1ccc(-c3cccc(Cl)c3)c(OC)c1)[C@H]1C(=O)N(C)C(=O)[C@H]12,-0.14,-0.5
O=C(C1CCN(c2ncnc3c2sc2cccc(F)c23)CC1)N1CCOCC1,1,1.3
COc1ccc(NC(=O)CSc2nc3ncccc3[nH]2)cc1OC,0.17,0.9
COc1cnn(-c2ccccc2)c(=O)c1OC,0.3,-2.1
O=C(CSc1ccc2nnc(-c3ccccn3)n2n1)Nc1ccccc1C(F)(F)F,-0.29,2.3
Cc1nn(CC(=O)Nc2c(C)n(C)n(-c3ccccc3)c2=O)c(C)c1[N+](=O)[O-],1.3,-1.4
O=C(NC(=S)Nc1ccccc1Cl)c1cnn2c(C(F)(F)F)cc(C(F)(F)F)nc12,0.18,-0.6
Cc1nc2ccc(NC(=O)CSc3ccccc3)cc2s1,·,1.1
O=S(=O)(Nc1ccc2c(c1)OCCO2)c1cccs1,0.26,-0.9
COc1cccc(-c2nc(C(=O)NCCCN3CCOCC3)cc3c2[nH]c2ccccc23)c1,-0.28,-2.5
S=C1NCN(Cc2ccco2)CN1c1ccccc1,-0.34,-0.4
Cc1cc(NC(=O)CSc2nc3ccccc3s2)no1,·,-1.0
COc1cccc(NC(=O)c2ccccc2F)c1,·,2.0

# A run of entries of the results above:
SMILES,Kir21 inh,STK33 kinase inh
S=C1NCN(Cc2ccco2)CN1c1ccccc1,-0.34,-0.4
Cc1cc(NC(=O)CSc2nc3ccccc3s2)no1,·,-1.0
COc1cccc(NC(=O)c2ccccc2F)c1,·,2.0

# Later entries:
SMILES,Kir21 inh,STK33 kinase inh
COc1ccc(-c2noc(CCC(=O)NCCN3CCN(c4ccccc4F)CC3)n2)cc1,0.44,-0.2
O=C(NCc1ccccn1)c1ccc(OC2CCN(Cc3ccc(F)cc3F)CC2)cc1,-0.61,-0.6
CC(OC(=O)c1ccccc1CCc1ccccc1)C(N)=O (stereo not given),-3.8,0.5
COCCCNc1oc(-c2cccs2)nc1S(=O)(=O)c1ccc(C)cc1,-0.63,0.3
CCOc1ccc(/C=C/C(=O)N(CC)CC(=O)NCc2cccs2)cc1OC,0.23,-0.7
CC(C)(C)c1ccc(S(=O)(=O)N2CCN(CC(O)COCC3CCCO3)CC2)cc1 (stereo not given),·,0.2
COC(=O)c1ccccc1S(=O)(=O)N1CCC(NC(=O)c2ccccc2)CC1,0.89,0.1
O=[N+]([O-])c1ccc(N2CCCC2)cc1NCc1ccccc1,0.99,-1.6
COP(=O)(CC(=O)c1ccccc1)CC(=O)c1ccccc1,0.12,-1.1
COc1ccc(S(=O)(=O)N(C)C[C@H]2Oc3ccc(NS(=O)(=O)c4ccc(F)cc4)cc3C(=O)N([C@H](C)CO)C[C@@H]2C)cc1,·,0.1
COc1ccccc1N1CCN(CC(=O)Nc2nccs2)CC1,-0.43,0.9
CCC(=O)Nc1ccc(C(=O)NNC(=O)COc2cccc(C)c2)cc1,0.91,-0.6
O=c1c2ccccc2nc(/C=C/c2cc(Br)ccc2O)n1CCCO,1.3,0.6
Cc1ccc(-n2ncc3c2CC(C)(C)CC3NC(=O)c2cc[n+]([O-])cc2)cc1 (stereo not given),-0.03,-1.0
COc1ccc(C(CNC(=O)COc2ccc(F)cc2Br)N2CCCC2)cc1 (stereo not given),-5.6,-0.6
O=C(CSc1nc2ccccc2o1)N/N=C/c1ccc(O)c(O)c1,-0.43,2.1

# One compound at a time, from the list above. Order of screens: Kir21 inh, STK33 kinase inh
# Profile of COc1ccccc1N1CCN(CC(=O)Nc2nccs2)CC1 : -0.43, 0.9
# Profile of COC(=O)c1ccccc1S(=O)(=O)N1CCC(NC(=O)c2ccccc2)CC1 : 0.89, 0.1
# Profile of COP(=O)(CC(=O)c1ccccc1)CC(=O)c1ccccc1 : 0.12, -1.1

# Four entries picked at random from the list so far, as already listed:
SMILES,Kir21 inh,STK33 kinase inh
O=C(NC(=S)Nc1ccc(N2CCOCC2)cc1)c1cccs1,-0.53,-1.9
COP(=O)(CC(=O)c1ccccc1)CC(=O)c1ccccc1,0.12,-1.1
O=C(CSc1ccc2nnc(-c3ccccn3)n2n1)Nc1ccccc1C(F)(F)F,-0.29,2.3
COC(=O)c1ccccc1S(=O)(=O)N1CCC(NC(=O)c2ccccc2)CC1,0.89,0.1

# Screening results (PubChem BioAssay)

# Hits appear at their usual frequency; overall some 0.84% were active at least once.
